Compound activity from PubChem.
GPR35 arrestin U2OS = GPR35 antagonists blocking zaprinast-driven arrestin recruitment, primary screen, imaging, U2OS, beta-arrestin-GFP, zaprinast agonist (AID 2058) | U2OS GPR35 beta-arrestin-GFP translocation imaging, zaprinast antagonism; higher % means a stronger effect | one-dose inhibition, % at 10 µM; IC50 in µM for titrated hits | 0.052% of 290,000 active;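 active = inhibition of at least 50% with at least 30 cells and total cytoplasm GFP at most 10,000,000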
NTR1 agonist = NTR1-driven beta-arrestin-GFP spot formation – imaging, U2OS cells, high content, primary screen (AID 493036) | P30989 | agonist mode | activation, % at 20 µM | 0.17% of 330,000 active;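 active = activation at or above 40% of the spot to cytoplasm intensity ratio, with at least 20 cells analyzed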;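 note: 0% = DMSO without peptide and 100% = 100 nM NTR1 peptide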
Target sequence (P30989 whole entry, looked up): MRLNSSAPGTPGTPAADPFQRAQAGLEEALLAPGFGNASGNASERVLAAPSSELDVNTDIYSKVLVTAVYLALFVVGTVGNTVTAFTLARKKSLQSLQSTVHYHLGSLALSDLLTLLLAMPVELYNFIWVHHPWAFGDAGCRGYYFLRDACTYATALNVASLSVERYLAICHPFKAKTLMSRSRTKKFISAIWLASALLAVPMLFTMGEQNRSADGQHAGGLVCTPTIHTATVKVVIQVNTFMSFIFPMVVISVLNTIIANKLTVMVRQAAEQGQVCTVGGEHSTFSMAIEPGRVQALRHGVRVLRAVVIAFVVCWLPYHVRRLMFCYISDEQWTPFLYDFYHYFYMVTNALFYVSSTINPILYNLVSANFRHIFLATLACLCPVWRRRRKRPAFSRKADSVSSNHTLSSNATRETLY
Salmonella PhoP GFP = PhoP-dependent GFP reporter repression – Salmonella Typhimurium, primary screen (AID 1863) | S. Typhimurium PhoP-regulated promoter GFP reporter, 4 h; higher % means a stronger effect | one-dose inhibition, % at 50 µM; IC50 in µM for titrated hits | 0.16% of 300,000 active;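 active = inhibition over 29.93%, a cutoff 3 SD above the screen mean, later confirmed by dose response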;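 note: 0% = low Mg2+ inducing control and 100% = high Mg2+ repressing control; strong numbers were not always called active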
KOR beta-arrestin-1 = kappa opioid receptor blockers – cell-based, luminescence, uHTS (AID 1778); KOR beta-arrestin recruitment, luminescence, antagonist mode; higher % means a stronger effect; one-dose inhibition, % at 10 µM; IC50 in µM for titrated hits; 0.091% of 290,000 active; in the data active = inhibition above about 50%; note: strong numbers were not always called active
West Nile virus CPE = West Nile virus antiviral activity, cell-based, CPE readout (AID 1621) | West Nile virus-infected cells, CPE inhibition; higher % means a stronger effect | 0.02% of 290,000 active | CPE inhibition, % at 10 µM; hits with a dose series show IC50 in µM; in the data active = a potency from the dose series; note: strong numbers were not always called active
KOR beta-arrestin-2 = KOR agonists, beta-arrestin recruitment, primary screen, cell-based, luminescence, uHTS (AID 1777). KOR beta-arrestin recruitment, luminescence; higher % means a stronger effect. one-dose activation, % at 10 µM; EC50 in µM for titrated hits. 0.02% of 280,000 active; in the data active = activation above about 50%, passing the limit was not always enough; note: a part of the inactive calls stands beside numbers as strong as those of hits
GPR55 LPI antagonism = GPR55 antagonists blocking LPI-driven arrestin recruitment, primary screen, imaging, U2OS, beta-arrestin-GFP, LPI agonist (AID 2013); U2OS GPR55 beta-arrestin-GFP translocation imaging, LPI antagonism; higher % means a stronger effect; inhibition, % at 10 µM; hits with a dose series show IC50 in µM; 0.13% of 290,000 active;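 active = spots per cell inhibited over 60%, with over 100 cells counted and total cytoplasm intensity under 500,000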;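 note: U2OS cells stably carrying GPR55 and arrestin-GFP stimulated by 5 µM LPI near EC80; imaged beta-arrestin-GFP aggregate spots per cell after agonist stimulation; plate controls were LPI-stimulated DMSO wells for no effect and DMSO wells without LPI for full effect; some results filed as inactive read as strong as hits; confirmed hits need IC50 under 10 µM and bright autofluorescent wells are also inconclusive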
T cell modulator = T cell immune modulation candidate. 2C CD8+ T cell-vesicle binding, flow cytometry; hits give low values. AID 2052. 0.068% of 330,000 active. calls only at 7 µM;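 active = response, share of CD8 T cells binding vesicles, and their 90th percentile fluorescence all below set limits, cut at about 80% in these data, passing the limit was not always enough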
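Assay system – 2C mouse CD8+ T cells · Also added – QL9-loaded Drosophila micro-vesicles · Timing – Cell–vesicle co-incubation 1.5 h at 37 °C, staining 20 min on ice · Signal – flow cytometry of vesicle-bound cells · Measure – percent CD8+ FL2 mean versus row control · Controls – Peptide-free naked vesicles (low) and QL9 vesicles with 0.7% DMSO vehicle (high)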
GPR55 beta-arrestin = GPR55 agonists via beta-arrestin recruitment, primary screen, imaging, U2OS cells, beta-arrestin-GFP redistribution (AID 1961); U2OS GPR55 beta-arrestin-GFP redistribution imaging; higher % means a stronger effect; activation, % at 10 µM; hits with a dose series show EC50 in µM; 0.048% of 290,000 active;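 active = activation above 40% with more than 50 cells counted in the well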;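 note: U2OS osteosarcoma cells stably expressing GPR55 and beta-arrestin-GFP; plate controls were DMSO negative control for no effect and LPI positive control for full effect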
T cell modulator vesicle-bound % = recorded beside T cell modulator, whose call it bears; double positive events, %; measured here: CD8+ vesicle-bound cell fraction;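 binding gate set so that unloaded-vesicle control wells show 10% double positive cells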
NTR1 agonist cell count 20 µM = second read-out of NTR1 agonist, no call of its own (marks repeat the call); cell count; measured here: cell count, cytotoxicity flag
* hit, by the source's call; i = inactive; nt = not tested or not shown; [ ] = dose if it differs, or a comment.

SMILES	GPR35 arrestin U2OS	NTR1 agonist	NTR1 agonist cell count 20 µM	Salmonella PhoP GFP	KOR beta-arrestin-1	West Nile virus CPE	KOR beta-arrestin-2	GPR55 LPI antagonism	T cell modulator	T cell modulator vesicle-bound %	GPR55 beta-arrestin
Clc1ccccc1-c1nnc2sc(C3COc4ccccc4O3)nn12 (stereo unspecified)	4.6%	2.3	82	-3.3%	-17.9%	-0.9%	-2.2%	1.6%	i	31.1	-0.3%
O=[N+]([O-])c1ccc(N2CCN(S(=O)(=O)c3cnc[nH]3)CC2)cc1	0.4%	0.3	47	-12.4%	-10.7%	0.0%	-1.3%	13.0%	i	13.4	-0.2%
O=C(Cn1cnc2cc([N+](=O)[O-])ccc2c1=O)NCc1ccc(Cl)cc1	-1.5%	-0.2	98	0.0%	0.5%[20 µM]	-0.8%	-5.4%	-8.5%	i	58.6	-0.1%
O=c1[nH]c2ccccc2nc1C(F)(F)F	-7.4%	3.0	56	-3.1%	-0.1%	0.2%	4.0%	6.5%	i	34.2	-0.1%
Cc1nc2ccccc2c(=O)n1NC(=O)c1ccccc1	1.7%	0.1	49	9.1%	-7.9%	0.4%	2.2%	12.9%	i	34.5	0.2%
O=C(NC1CCCCCC1)c1cccnc1Sc1ccc(Cl)cc1	2.2%	-2.3	45	4.5%	-8.8%	-1.5%	0.7%	9.9%	i	46.8	0.0%
CC(C)(C)C(=O)CSc1nccc(=O)[nH]1	2.3%	0.0	47	2.5%	-31.9%	0.2%	5.2%	10.7%	i	18.1	0.9%
Cc1ccc(/C(O)=C2/C(=O)C(=O)N(CCN3CCOCC3)C2c2cccs2)cc1 (stereo unspecified)	8.0%	0.6	44	1.3%	-20.4%	nt	4.0%	10.3%	i	48.8	0.2%
COc1cc(-c2cc(C(=O)Nc3cccc(C(C)=O)c3)c3ccccc3n2)cc(OC)c1OC	1.8%	15.6	43	-2.8%	-33.5%	-0.1%	4.4%	-4.0%	i	20.0	-0.2%
Cc1cc(NN)nc2ccc(Cl)cc12	-9.0%	-0.2	38	-0.2%	3.4%	-0.6%	-3.2%	2.9%	i	39.2	-0.4%
COc1ccc(/C=N/NC(=O)CSc2ccccc2)cc1OC	-5.5%	1.2	58	4.3%	0.7%	-0.9%	4.5%	6.6%	i	31.3	-0.4%
CCC(Cc1ccccc1)NS(=O)(=O)c1ccc2c(c1)NC(=O)C(C)S2 (stereo unspecified)	32.0%	5.4	43	0.4%	-39.2%	-0.1%	5.8%	5.3%	i	36.7	-0.1%
C=CCNC(=O)COc1cc(C)cc(C)c1C	-1.5%	-0.1	59	-8.8%	5.8%	-0.3%	3.8%	5.7%	i	31.5	0.2%
c1cnc2ccc(C(c3nnnn3C3CCCCC3)N3CCN4CCCC4C3)cc2c1 (stereo unspecified)	-14.7%	-2.0	69	-1.1%	-13.6%	0.2%	-2.6%	8.0%	i	46.3	0.0%
Cc1cccc2cc(CN(Cc3cccs3)Cc3nnnn3Cc3ccccc3)c(=O)[nH]c12	4.3%	1.3	57	1.3%	-13.6%	0.2%	2.9%	13.6%	i	52.5	0.0%
COCCNC(=O)/C(C#N)=C/c1ccc(-c2ccc(S(=O)(=O)N3CCOCC3)cc2)o1	11.4%	2.2	56	5.3%	-28.5%	0.3%	-1.2%	11.8%	i	7.1	0.0%
CC(=O)Nc1cccc(C(=O)OC(C(=O)c2ccc(C)c(C)c2)c2ccccc2)c1 (stereo unspecified)	1.8%	15.2	92	5.1%	9.1%	0.8%	0.3%	2.2%	i	44.4	0.2%
Cc1cc(Br)ccc1NC(=O)c1cnc(N2CCN(c3ccccn3)CC2)c2ccccc12	-5.4%	2.9	40	-3.7%	25.4%	nt	0.7%	4.9%	i	52.5	-0.1%
O=C1C2C3C=CC(O3)C2C(=O)N1CC(O)c1ccccc1 (stereo unspecified)	7.1%	-0.9	41	7.3%	11.4%	0.2%	2.2%	0.9%	i	22.6	-0.1%
CCc1cccc(CC)c1NC(=O)COn1nnc2ccc(C(F)(F)F)cc21	13.5%	0.8	48	1.6%	-0.4%	0.6%	2.8%	-10.0%	i	40.7	-0.1%
CCNC(=S)NNC(=O)CCn1c2ccccc2c2ccccc21	-7.1%	0.2	63	0.4%	-0.1%	-0.3%	3.7%	5.6%	i	34.0	0.0%
CCC(C)NC(=O)CNC(=S)N(Cc1ccccc1F)C1CCCCC1 (stereo unspecified)	13.3%	0.8	64	-5.5%	23.0%	-1.3%	1.5%	8.9%	i	26.3	-0.7%
Cc1ccc(N(C(=O)CCC(=O)Nc2nccs2)C(C(=O)NC(C)(C)C)c2ccc(O)cc2)cc1 (stereo unspecified)	-5.4%	0.5	40	8.0%	-14.9%[20 µM]	0.4%	-4.1%	-5.1%	i	27.8	-0.1%
O=C(O)c1cc([N+](=O)[O-])ccc1C(=O)Nc1ccccc1	-1.7%	-0.7	98	13.5%	18.5%	1.3%	-3.2%	6.4%	i	52.5	-0.1%
CCCCSc1nc2c(c(=O)n1CC)SC(C)C2 (stereo unspecified)	-7.3%	-1.0	89	10.9%	-11.2%	-0.2%	-3.4%	8.4%	i	27.4	0.3%
Later entries.
SMILES	GPR35 arrestin U2OS	NTR1 agonist	NTR1 agonist cell count 20 µM	Salmonella PhoP GFP	KOR beta-arrestin-1	West Nile virus CPE	KOR beta-arrestin-2	GPR55 LPI antagonism	T cell modulator	T cell modulator vesicle-bound %	GPR55 beta-arrestin
COc1ccccc1/C=C(\NC(=O)c1ccc(OC)c(OC)c1)C(=O)Nc1cc([N+](=O)[O-])ccc1C	-3.3%	1.4	76	-10.0%	0.2%	-0.4%	3.5%	13.3%	i	7.6	-0.2%
COc1ccc(C)cc1NC(=O)N1CCC(CO)(CC2CCCCO2)CC1 (stereo unspecified)	9.8%	1.1	52	5.5%	-22.8%[20 µM]	-0.3%	-13.1%	1.9%	i	40.6	0.6%
Cc1cccc(NC(NC(=O)c2ccccc2[N+](=O)[O-])C(Cl)(Cl)Cl)c1 (stereo unspecified)	-9.7%	4.4	64	1.8%	28.5%	-1.1%	-1.5%	14.3%	i	35.1	0.1%
O=c1cc(-c2ccccc2)[nH]c2[nH]n(-c3ccccc3)c(=O)c12	8.4%	2.5	98	7.0%	-2.8%	-0.2%	-6.5%	-2.7%	i	26.0	-0.1%
COc1ccc(-c2nn(-c3ccccc3)cc2/C=C2/SC(=S)N(CCC(=O)O)C2=O)cc1	-13.4%	5.0	87	-7.4%	-39.4%	-1.0%	3.9%	2.4%	i	4.6	-0.2%
CC1=C(C#N)C(=O)NC(=O)/C1=C/c1ccc(-c2ccc(S(N)(=O)=O)cc2)o1	4.3%	0.7	83	-3.2%	-0.4%	0.5%	-3.8%	7.6%	i	33.8	0.2%
O=C(N/N=C/c1ccc(F)c(F)c1)c1cc2c(s1)-c1ccccc1CC2	8.5%	12.7	58	-3.9%	-21.2%	0.2%	-0.4%	24.5%	i	34.3	-0.3%
CCOc1cc(C(=O)N2CCC(CC3CC(c4cccc(Br)c4)=NO3)(C(=O)NCC3CCCCC3)CC2)cc(OCC)c1OCC (stereo unspecified)	-6.0%	-2.2	56	-9.9%	-12.6%[20 µM]	-1.5%	2.1%	-0.2%	i	16.0	-0.1%
CC(=O)N1c2ccc(S(=O)(=O)N3CCC(C(=O)NCc4ccc(N(C)C)cc4)CC3)cc2CC1C (stereo unspecified)	-8.4%	1.4	55	2.5%	-6.2%	-0.5%	-0.9%	6.9%	i	10.4	-0.1%
O=S(=O)(c1cccc(Cl)c1Cl)N1CCCCC1	-9.9%	0.2	55	16.8%	21.0%	0.3%	-0.2%	-3.3%	i	16.7	-0.1%
COc1cc(/C=C2/C(=O)NN(c3cccc(Cl)c3)C2=O)cc(OC)c1O	6.0%	-0.1	53	-1.2%	7.7%[20 µM]	-0.4%	-4.7%	7.3%	i	51.1	-0.2%
CN1c2ccccc2C(O)=C(C(=S)Nc2ccccc2)S1(=O)=O	2.1%	0.3	71	16.6%	6.9%	0.2%	0.0%	-0.9%	i	21.0	-0.3%
NC1=C(c2ccc([N+](=O)[O-])cc2)C(=O)CO1	17.7%	0.1	70	-9.6%	-42.2%	0.4%	2.1%	-5.6%	i	59.6	-0.2%
Oc1ccc(O)c(/C(=N/Nc2ccccc2)c2ccccc2)c1	-2.0%	1.7	88	6.2%	9.8%	-0.6%	-2.2%	13.5%	i	17.4	0.5%
COC(=O)c1nc(N)sc1C(C)C	10.9%	1.1	42	-6.0%	-6.2%[20 µM]	0.4%	1.0%	0.9%	i	30.0	0.3%
CCc1cc2c(NCCN3CCCCC3)ncnc2s1	5.1%	-0.7	85	8.3%	-1.1%	-0.4%	1.2%	-2.3%	i	36.7	-0.1%
O=S(=O)(NCc1ccco1)c1ccc(Cl)nc1	11.6%	-0.3	43	18.0%	0.5%	0.1%	0.4%	16.8%	i	21.2	-0.5%
COc1ccc(NC(=O)C2(c3cccs3)CCOCC2)cc1	2.2%	-1.7	62	-3.0%	9.2%	0.1%	-2.1%	4.1%	i	37.3	0.1%
C=CCN(C(=O)c1csnn1)C(C(=O)NCc1ccc(F)cc1)c1ccccc1F (stereo unspecified)	-6.2%	0.2	51	-3.6%	-14.3%	0.2%	-1.5%	-18.8%	i	19.9	0.0%
O=C(COC(=O)c1ccc([N+](=O)[O-])cc1)Nc1cccnc1Cl	-5.6%	1.5	38	-4.2%	-13.9%	-0.2%	3.1%	17.5%	i	23.9	-0.1%
Cc1ccc(C)c(OCc2nc3ccc(S(=O)(=O)Nc4c(C)n(C)n(-c5ccccc5)c4=O)cc3[nH]2)c1	-15.4%	-0.1	43	4.3%	44.4%	-0.3%	-0.4%	8.1%	i	6.1	1.9%
C=CCn1c(COc2ccc(Cl)cc2)nnc1SCC(=O)Nc1ccc(S(N)(=O)=O)cc1	12.8%	-1.7	81	-2.9%	-31.7%	-0.3%	0.3%	0.2%	i	1.3	-0.2%

An excerpt from above, limited to KOR beta-arrestin-2.
Structure	KOR beta-arrestin-2
CCc1cc2c(NCCN3CCCCC3)ncnc2s1	1.2%
O=S(=O)(NCc1ccco1)c1ccc(Cl)nc1	0.4%
COc1ccc(NC(=O)C2(c3cccs3)CCOCC2)cc1	-2.1%
